RBBP9 inh – human RBBP9 inhibitors, primary screen, biochemical, fluorescence polarization, FP-Rh probe, HTS; Serine hydrolase RBBP9 (Homo sapiens), O75884; recombinant RBBP9; inhibition, % at 7.94 µM; 0.2% of 220,000 active;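 active means inhibition above the campaign mean of all tested compounds plus 3 SD, cut at about 14% in these data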;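 further: plate controls were DMSO wells with RBBP9 for no effect and wells lacking RBBP9 protein for full effect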
Target sequence (O75884 whole entry, looked up): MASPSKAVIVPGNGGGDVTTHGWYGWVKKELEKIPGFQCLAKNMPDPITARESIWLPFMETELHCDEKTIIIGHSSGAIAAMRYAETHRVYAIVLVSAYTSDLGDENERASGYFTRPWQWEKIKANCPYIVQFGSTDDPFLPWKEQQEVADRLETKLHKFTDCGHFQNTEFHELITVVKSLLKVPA
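System: RBBP9 protein | Quantity: 2.5 µM RBBP9 dispensing solution, before mixing | Reagent: FP-Rh probe, 375 nM dispensing solution | Timing: Enzyme-compound preincubation 30 min, then probe labeling 45 min, 25 °C | Measured by: Fluorescence polarization | Read-out: % inhibition | Replication: One well per compound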
Runt-SMMHC FRET – inhibitors of RUNX1 Runt–CBFb-SMMHC binding, primary screen, biochemical, FRET, Cerulean-Runt, Venus-CBFb-SMMHC, uHTS. Cerulean-Runt/Venus-CBFb-SMMHC FRET ratio 530/480, 1 h. inhibition, % at 20 µM. 0.74% of 220,000 active;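 active means mean inhibition across duplicate retests at 20 µM reaching about 50%, limit read from the data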;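 further: 0% = DMSO wells and 100% = wells with excess untagged CBFb-SMMHC; inhibitors lower the FRET ratio by blocking Runt binding to CBFb-SMMHC; some results filed as inactive read as strong as hits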
Runt-CBFb FRET – inhibitors of RUNX1 Runt–CBFb binding, primary screen, biochemical, FRET, Cerulean-Runt, Venus-CBFb, uHTS. Cerulean-Runt/Venus-CBFb FRET ratio 530/480, 1 h. inhibition, % at 20 µM. 0.46% of 220,000 active. AID 1496, 2009;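 active means inhibition over about 50% at 20 µM in the single-dose screen, limit read from the data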;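 further: 0% = DMSO wells and 100% = excess unlabeled CBFb competitor control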
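Measured by: fluorescence energy transfer, 422 nm excitation, 530/480 nm emission; Assay system: Cerulean-Runt domain; Medium: Tris pH 7.5 buffer with BSA; Measure: loss of energy transfer signal; Controls: 5 µM unlabeled CBFb as full-inhibition high control; Incubation: protein complex preformed 1 h, compound exposure 1 h, room temperature, dark.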
PERK inhibitor – block of dimerizer-induced PERK translation repression, primary screen, PERK inhibitor project, CHO PERK-DD cells, SEAP luminescence, HTS | 0.17% of 220,000 active | inhibition, % at 5.6 µM | AID 1416, 2008 | Eukaryotic translation initiation factor 2-alpha kinase 3 (Homo sapiens), Q9NZJ5 | CHO PERK-DD fusion, SEAP luminescence translation reporter;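 active means inhibition above the mean inhibition of all tested compounds plus 3 SD, set separately per screening campaign, cut at about 2.9% in these data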;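 further: PERK kinase domain activated by AP20187 dimerizer at 100 nM; 0% = DMSO with dimerizer and 100% = rapamycin at 8.4 µM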
zVAD death inh – inhibitors of zVAD-triggered necroptosis, primary screen, L929 cells; L929 zVAD necroptosis rescue, ATP luminescence, 24 h; with zVAD 60 µM; viability rescue, % at 10 µM; 0.38% of 220,000 active; AID 1377, 2008;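 active means activation, scaled between plate controls, above about 75%, limit read from the data; inactive means activation under that limit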;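 further: 0% = zVAD with DMSO and 100% = DMSO alone without zVAD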
TNF necrop inh – inhibitors of TNF-alpha triggered necroptosis, primary screen, cell-based, Jurkat FADD-/-, single concentration. 0.068% of 220,000 active. activation (protection from cell death), % at 10 µM. Jurkat FADD-/- TNF necroptosis rescue, ATP luminescence, 24 h; 0 = TNF only, 100 = no-TNF cells. AID 463075, 2010;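 active means activation, meaning protection from cell death, of at least 50% relative to plate controls; inactive means activation below 50%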;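 further: necroptosis triggered by 40 ng/mL TNF-alpha added together with compound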
Hck-Nef inh – inhibitors of Nef-activated human Hck kinase, primary screen, biochemical, Z-Lyte FRET, 384-well, Hck-YEEI. Tyrosine-protein kinase HCK (Homo sapiens), P08631. Recombinant Hck-YEEI plus Nef, Z-Lyte FRET kinase assay. inhibition, % at 20 µM. 0.68% of 220,000 active. AID 463187, 2010;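 active means Hck-Nef kinase inhibition above about 50%, limit read from the data; inactive means inhibition below that limit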;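 further: 0% = DMSO with Hck plus Nef and 100% = Hck alone without Nef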
Target sequence (P08631 whole entry, looked up): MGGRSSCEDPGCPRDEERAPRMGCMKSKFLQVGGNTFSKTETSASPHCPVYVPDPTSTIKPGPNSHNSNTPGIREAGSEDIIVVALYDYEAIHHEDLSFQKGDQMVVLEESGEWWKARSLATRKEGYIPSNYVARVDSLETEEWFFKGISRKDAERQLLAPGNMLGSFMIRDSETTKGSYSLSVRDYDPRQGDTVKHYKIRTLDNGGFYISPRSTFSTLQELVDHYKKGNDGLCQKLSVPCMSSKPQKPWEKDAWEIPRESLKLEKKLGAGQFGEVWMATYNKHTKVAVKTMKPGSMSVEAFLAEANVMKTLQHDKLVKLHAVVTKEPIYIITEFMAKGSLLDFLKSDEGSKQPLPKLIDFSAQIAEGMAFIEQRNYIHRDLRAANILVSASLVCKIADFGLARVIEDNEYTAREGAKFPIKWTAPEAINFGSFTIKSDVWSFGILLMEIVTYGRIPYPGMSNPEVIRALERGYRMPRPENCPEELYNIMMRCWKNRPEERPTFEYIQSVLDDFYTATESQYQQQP
EP2 mod – EP2 receptor modulators, cAMP readout, primary screen, cell-based, HTRF cAMP, PGE2 stimulation | EP2-expressing cells, cAMP HTRF FRET, PGE2 co-stimulation | 0.83% of 260,000 active | induction, % at 25 µM;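 active means compounds whose cAMP rise, as percent of the full-agonist control response, exceeds 60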;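 further: rat C6 glioma line stably carrying human EP2 under a CMV promoter; the protocol text gives 20 µM as final concentration; 100% = response of wells given 1 µM PGE2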
Target sequence (P43116 whole entry, looked up): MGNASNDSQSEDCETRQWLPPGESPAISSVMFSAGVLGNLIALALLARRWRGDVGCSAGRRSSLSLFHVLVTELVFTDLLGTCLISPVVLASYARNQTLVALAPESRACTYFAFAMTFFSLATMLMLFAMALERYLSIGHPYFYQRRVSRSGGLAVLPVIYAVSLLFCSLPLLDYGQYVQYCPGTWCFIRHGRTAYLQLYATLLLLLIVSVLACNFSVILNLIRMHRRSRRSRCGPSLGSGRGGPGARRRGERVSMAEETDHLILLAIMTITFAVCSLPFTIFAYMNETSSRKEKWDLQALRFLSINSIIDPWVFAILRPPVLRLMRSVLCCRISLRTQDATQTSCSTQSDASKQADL
EP2 antag – human EP2 receptor antagonists, primary screen, TR-FRET cAMP, C6 glioma cells. C6 glioma cells expressing human EP2; cells stimulated with saturating PGE2. inhibition, % at 25 µM. 0.52% of 260,000 active. AID 1422, 2008;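 active means percent inhibition above 40 after rounding to a whole number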;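 further: rat C6 glioma host cells with rolipram phosphodiesterase inhibitor present; the protocol text gives 20 µM as final concentration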
Numbers without * were called inactive.

| item | canonical_smiles | RBBP9 inh | Runt-SMMHC FRET | Runt-CBFb FRET | PERK inhibitor | zVAD death inh | TNF necrop inh | Hck-Nef inh | EP2 mod | EP2 antag |
| --- | --- | --- | --- | --- | --- | --- | --- | --- | --- | --- |
| 1 | O=C(Nc1ccc2c(c1)nc1n2CCSC1)c1ccco1 | -6 | -4 | -3 | 0.3 | 1.9 | -2.4 | 5 | -12 | 9 |
| 2 | COc1ccc(Sc2nc(-c3ccccc3)ncc2OC)cc1 | 0 | -3 | 0 | 0.3 | -2.5 | 0.7 | 19 | 47 | 5 |
| 3 | COc1cccc(OCCSc2nc(N)cc(N)n2)c1 | 0 | -2 | 2 | -0.1 | 0.2 | -8.1 | -1 | -26 | 12 |
| 4 | O=C1NC(=S)N/C1=C/C=C/c1ccccc1 | -14 | 1 | -1 | 0.5 | 0.2 | -0.7 | 10 | -87 | 5 |
| 5 | COc1ccc(C(=O)c2c[nH]c(C(=O)N=CN(C)C)c2)cc1 | 5 | -1 | 0 | 1.0 | 2.6 | -1.7 | 3 | -21 | 7 |
| 6 | CC(C)(C)C(=O)Nc1nnc(SCc2cccc(F)c2)s1 | -2 | -1 | 0 | 0.4 | 6.8 | 2.6 | 23 | 19 | 6 |
| 7 | O=C(Nc1ccc(F)cc1)C1CCCN(S(=O)(=O)c2cccc3cccnc23)C1 (stereo not given) | 0 | -2 | 2 | 0.3 | 3.1 | -2.3 | 2 | -18 | 3 |
| 8 | Cc1ccccc1NC(=O)c1ccc2c(c1)OCCO2 | 0 | 1 | 1 | -1.0 | 0.1 | 0.2 | 0 | 11 | 20 |
| 9 | Cc1ccc(-c2nn(-c3ccccc3)cc2CO)o1 | -9 | 2 | 14 | 0.4 | -0.2 | -1.2 | 7 | -15 | 2 |
| 10 | Cc1ccsc1C1C(C#N)=C(N)Oc2n[nH]c(C)c21 (stereo not given) | -8 | 1 | -1 | -0.1 | 0.5 | -2.3 | 16 | -17 | 2 |
| 11 | CC(=O)Nc1ccc(S(=O)(=O)N2CCCCC2C(=O)O)cc1 (stereo not given) | -7 | 2 | -1 | 1.1 | 1.6 | -0.1 | 7 | 32 | 5 |
| 12 | Cc1ccccc1CSCc1nc(N)nc(Nc2ccccc2C)n1 | -1 | -5 | 0 | -0.4 | 1.1 | 0.8 | 8 | 15 | 8 |
| 13 | O=C(NCc1ccccc1)C1CC(=O)N(C2CCCCCC2)C1 (stereo not given) | -2 | 2 | 2 | 0.9 | -0.5 | -0.1 | 0 | 2 | 1 |
| 14 | Cn1c(SCC(=O)N2CCCCCC2)nc2c([nH]c3ccccc32)c1=O | -6 | 0 | -1 | -0.4 | 2.2 | -2.2 | 1 | 2 | 8 |
| 15 | Cc1cc(C)c(O)c(-c2cc(C(=O)NCc3ccccc3)[nH]n2)c1 | -4 | -2 | 2 | 0.6 | 0.7 | -3.7 | 5 | 8 | 5 |
| 16 | CCN1CCN(C2=C(Cl)C(=O)N(Cc3ccccc3)C2=O)CC1 | 6 | -19 | -4 | -0.5 | -0.8 | -1.7 | -3 | 4 | 2 |
| 17 | OCCC#Cc1ccc(CN2CCN(C3CCCCC3)C(CCO)C2)cc1 (stereo not given) | 2 | -1 | 0 | 1.4 | -0.5 | 0.1 | 5 | -13 | 4 |
| 18 | Cc1cccc(C)c1NC(=O)Cn1c(=O)n(CCCC(=O)NCc2ccco2)c(=O)c2sccc21 | -8 | -1 | 0 | -0.1 | 0.1 | -1.9 | -3 | -6 | 8 |
| 19 | C/C=C/c1ccc(OCCCCOc2ccccc2C(C)=O)c(OC)c1 | -1 | -1 | 1 | -0.5 | 2.3 | 1.3 | 4 | -14 | 7 |
| 20 | COc1ccccc1NC(=O)CN1CCN(c2ccccc2)CC1 | -3 | -1 | 1 | 0.4 | 2.4 | 0.4 | 4 | -34 | 13 |
| 21 | Cc1c(NC(=O)CSc2ccc3c(c2)OCCO3)c(=O)n(-c2ccccc2)n1C | 2 | -31 | 1 | 0.1 | 1.6 | 0.5 | 6 | -2 | 6 |
| 22 | Cc1cc(C(=O)N/N=C/c2ccncc2)c(C)o1 | -2 | -4 | -2 | 0.7 | -0.3 | -1.7 | 22 | 0 | 4 |
| 23 | CCN(CCCNC(=O)CN(C)S(=O)(=O)c1cccc2nsnc12)c1cccc(C)c1 | -8 | 1 | -2 | -0.7 | 1.7 | 0.3 | -1 | -12 | 3 |
| 24 | O=C(COC(=O)c1ccc2[nH]c3c(c2c1)CCCC3)Nc1ccc(Cl)cc1Cl | -6 | -2 | 3 | 0.3 | 1.3 | 0.0 | -1 | -10 | 8 |
| 25 | COc1ccccc1NC(=O)COc1ccc(/C=N/n2cnnc2)cc1OC | -5 | -1 | -1 | -0.2 | -0.2 | -4.8 | -1 | -18 | 16 |
| 26 | CCOC(=O)c1sc(C)c2c(=O)n(CC)nnc12 | -4 | 1 | -2 | 0.8 | 0.1 | -0.1 | 2 | 3 | 7 |
| 27 | O=c1c2c(C(F)(F)F)cc(C(F)(F)F)nc2[nH]n1-c1ccccc1 | 5 | -5 | -1 | 0.3 | -0.4 | -0.2 | 0 | 22 | 13 |
| 28 | O=C(NCCCc1ccccc1)c1cccs1 | -6 | -3 | 0 | 0.7 | 0.3 | -1.2 | 0 | -11 | 10 |
| 29 | O=C(CNS(=O)(=O)c1ccc(Br)cc1)OCc1cc(=O)n2cc(Br)ccc2n1 | 4 | 4 | -1 | 0.7 | 0.7 | 1.8 | 3 | 26 | 5 |
| 30 | C=CCc1cccc(/C=N/NC(=O)C(=O)Nc2ccc(C)cc2)c1O | -4 | 4 | 0 | 1.1 | 42 | 1.3 | 26 | 21 | 6 |
| 31 | Cn1c(-c2ccccc2)cc2c3no[n+]([O-])c3ccc21 | -7 | 4 | 0 | 0.5 | 47 | -18 | 1 | 18 | 4 |
| 32 | Cc1cc(C)c(S(=O)(=O)/N=C2/C=C(Sc3ncn[nH]3)C(=O)c3ccccc32)cc1C | 8 | 49 | 24 | 0.9 | 1.4 | -8.5 | -1 | -80 | 104* |
| 33 | COc1ccc(NC(=O)CSc2nc(N)c3cc4c(nc3n2)CC(C)(C)OC4)cc1 | -8 | -5 | -1 | 3.2* | 0.5 | 0.7 | 15 | -7 | 4 |
| 34 | CN1CCN(c2nc3ccccn3c(=O)c2/C=C(\C#N)S(=O)(=O)c2ccccc2)CC1 | 1 | 5 | 2 | -1.0 | 0.9 | 0.8 | 9 | -19 | 11 |
| 35 | CCC(C)[C@H](NC(=O)NC1CC1)C(=O)O (stereo not given in full) | -7 | -9 | -1 | 2.1 | -0.3 | -1.3 | 2 | 14 | 4 |
| 36 | Cc1ccc(CC(=O)Nc2ccc(OC(F)F)c(Cl)c2)cc1C | -5 | -6 | -1 | 0.6 | 0.5 | 3.8 | 1 | -48 | 18 |
| 37 | COC(=O)CC1C(=O)NCCN1C(=O)CSc1nc2ccccc2s1 (stereo not given) | -8 | 15 | 25 | 0.5 | 3.6 | -0.9 | 11 | -8 | 11 |
| 38 | CN(Cc1nc(Cc2cccc(F)c2)no1)CC1CCOCC1 | -7 | -1 | -2 | 0.6 | 1.4 | 1.8 | 21 | 16 | 1 |
| 39 | O=C(Nc1cccc2nsnc12)c1cccnc1Cl | -3 | -4 | -3 | 0.8 | 0.9 | 0.3 | 8 | 10 | 7 |
| 40 | CCOC(=O)c1sc(-c2cccc([N+](=O)[O-])c2)cc1N | -3 | 2 | -2 | 0.0 | -1.0 | -4.7 | 22 | -1 | 7 |
| 41 | Cc1ccc(-n2c([S-])c(C(=O)NC(C)c3ccccc3)[n+]3ccccc23)cc1 (stereo not given) | 1 | 1 | 0 | 0.5 | -0.3 | -1.2 | 24 | 12 | 5 |
| 42 | CCOc1ccc2[nH]c(=O)c(CN(Cc3ccc(F)cc3)C(=O)N3CCCC3)cc2c1 | -4 | -1 | -5 | -1.3 | -0.1 | 1.0 | 2 | 7 | 11 |
| 43 | O=C(CCC(=O)OCCCC(F)(F)C(F)(F)F)Nc1ccc(Cl)cc1Cl | -5 | -5 | 0 | 0.4 | 0.7 | -0.1 | -15 | 17 | 12 |
| 44 | C/C(=N/NC(=O)c1ccc(NC(=O)c2ccc(F)cc2)cc1)c1ccccc1 | -5 | 1 | -4 | 2.0 | 0.1 | -0.7 | 2 | -14 | 11 |
| 45 | CCSC1=N/C(=C\c2ccc(C(=O)O)cc2)C(=O)S1 | -9 | 2 | -1 | 0.9 | -0.1 | -6.4 | 8 | 22 | 20 |
| 46 | CC1=Nc2ccccc2/C1=C\c1nc(-c2ccc(F)cc2)oc1O | -1 | -3 | -18 | 2.1 | -0.4 | 1.2 | 2 | 10 | 2 |
| 47 | COC(=O)c1ccccc1S(=O)c1snnc1C (stereo not given) | -8 | 0 | 1 | -0.5 | 0.9 | -1.3 | -2 | 24 | 6 |

With a hit mark in PERK inhibitor, of those listed so far:
# | SMILES | RBBP9 inh | Runt-SMMHC FRET | Runt-CBFb FRET | PERK inhibitor | Hck-Nef inh | EP2 mod
33 | COc1ccc(NC(=O)CSc2nc(N)c3cc4c(nc3n2)CC(C)(C)OC4)cc1 | -8 | -5 | -1 | 3.2* | 15 | -7

Record cards, as listed above. Screens in order: RBBP9 inh	Runt-SMMHC FRET	Runt-CBFb FRET	PERK inhibitor	zVAD death inh	TNF necrop inh	Hck-Nef inh	EP2 mod	EP2 antag
`Cc1cc(C)c(S(=O)(=O)/N=C2/C=C(Sc3ncn[nH]3)C(=O)c3ccccc32)cc1C` in the list: 8	49	24	0.9	1.4	-8.5	-1	-80	104*
`O=C(Nc1cccc2nsnc12)c1cccnc1Cl` in the list: -3	-4	-3	0.8	0.9	0.3	8	10	7
`Cn1c(-c2ccccc2)cc2c3no[n+]([O-])c3ccc21` in the list: -7	4	0	0.5	47	-18	1	18	4
`COc1ccc(NC(=O)CSc2nc(N)c3cc4c(nc3n2)CC(C)(C)OC4)cc1` in the list: -8	-5	-1	3.2*	0.5	0.7	15	-7	4
`CCSC1=N/C(=C\c2ccc(C(=O)O)cc2)C(=O)S1` in the list: -9	2	-1	0.9	-0.1	-6.4	8	22	20

This is a subset; the hit share may differ from the screen's.
